GPR151 ag – human GPR151 activation; PathHunter beta-arrestin GPR151 cells, luminescence; activation, % at 11.2 µM; 650,000 tested, 1% active; AID 1508602; in the data active = activation above about 4.9%;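 note: 0% = median of compound wells and 100% = cells with positive control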
Target sequence (Q8TDV0 whole entry, looked up): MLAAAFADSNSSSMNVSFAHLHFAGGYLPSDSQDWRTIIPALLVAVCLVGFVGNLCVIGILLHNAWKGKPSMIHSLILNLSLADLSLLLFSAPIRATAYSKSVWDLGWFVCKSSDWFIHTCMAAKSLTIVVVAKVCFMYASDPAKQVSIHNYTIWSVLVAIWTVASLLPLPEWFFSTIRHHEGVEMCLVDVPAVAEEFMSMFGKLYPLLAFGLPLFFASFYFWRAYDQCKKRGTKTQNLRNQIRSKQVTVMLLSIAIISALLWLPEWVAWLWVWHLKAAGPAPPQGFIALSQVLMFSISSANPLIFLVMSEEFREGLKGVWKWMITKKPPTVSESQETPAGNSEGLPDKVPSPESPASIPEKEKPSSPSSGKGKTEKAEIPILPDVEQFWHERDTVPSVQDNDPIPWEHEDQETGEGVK
MITF inh – blocks human microphthalmia-associated transcription factor; AlphaScreen MITF homodimerization, bead proximity signal; inhibition, % at 2.6 µM; 650,000 tested, 0.91% active; AID 1259374; in the data active = inhibition above about 50%;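 note: 0% = vehicle wells with protein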
Target sequence (O75030 whole entry, looked up): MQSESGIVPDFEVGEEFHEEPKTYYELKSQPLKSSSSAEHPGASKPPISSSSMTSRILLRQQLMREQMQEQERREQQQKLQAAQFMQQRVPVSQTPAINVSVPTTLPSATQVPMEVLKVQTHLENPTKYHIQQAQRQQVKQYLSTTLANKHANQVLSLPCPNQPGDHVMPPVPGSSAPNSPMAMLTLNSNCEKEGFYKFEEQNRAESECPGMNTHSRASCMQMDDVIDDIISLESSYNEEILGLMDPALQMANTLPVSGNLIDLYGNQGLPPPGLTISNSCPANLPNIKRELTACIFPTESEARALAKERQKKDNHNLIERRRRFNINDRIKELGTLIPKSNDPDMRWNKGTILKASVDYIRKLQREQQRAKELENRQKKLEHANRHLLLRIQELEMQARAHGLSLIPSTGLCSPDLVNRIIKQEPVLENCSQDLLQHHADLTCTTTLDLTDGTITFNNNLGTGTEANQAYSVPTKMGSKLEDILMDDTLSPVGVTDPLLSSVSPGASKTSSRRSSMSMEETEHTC
TEAD-YAP block – TEAD-YAP interaction inhibition. inhibition, % at 9.12 µM. 640,000 tested, 1.4% active. HEK-TIYL cells, TEAD-Gal4/YAP UAS-luciferase luminescence. AID 1259422; in the data active = inhibition above about 32%;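 note: 0% = median of test compound wells and 100% = reference inhibitor wells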
FBW7 activator – human FBW7 E3 ligase activation, primary screen; Q969H0; AlphaScreen FBW7–phospho-cyclin E peptide binding, activator screen; normalized activity (activation), % at 26.1 µM; 650,000 tested, 0.13% active; AID 1259310; in the data active = normalized activity above about 1.9%;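 note: purified mutant Fbw7 with reduced substrate affinity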
Numbers without * were called inactive.

SMILES	GPR151 ag	MITF inh	TEAD-YAP block	FBW7 activator
CC(=O)Nc1nc2c(c3c1c(=O)oc1ccccc13)CC(C(C)(C)C)CC2 (stereo unspecified)	-1.1	0	-5	-0.1
COc1ccccc1Cc1nc(-c2ccncc2)no1	2.1	3	-20	0.1
Cc1cccc(C)c1NC(=O)CSc1nnc(-c2cccnc2)n1Cc1ccccc1	0.1	-8	-5	-0.1
O=C(Cn1nnc(-c2ccc(F)cc2)n1)Nc1ccc2c(c1)OCO2	-1.2	-2	-10	0.8
Cc1ccc(S(=O)(=O)Nc2ccccc2C(=O)Nc2nc3c(C)cc(C)cc3s2)cc1	0.3	15	8	0.9
O=C(OCc1nc2ccccc2s1)c1ccc([N+](=O)[O-])o1	0.4	16	9	0.0
NS(=O)(=O)c1ccc(CCNc2nc(-c3cccs3)nc3ccccc23)cc1	-1.0	8	2	0.1
O=[N+]([O-])c1ccc2nc(-c3ccncc3)[nH]c2c1	-8.2	-4	-57	-0.4
Cc1ccc(/C=C(\C#N)c2[nH]nc(N)c2C#N)cc1	0.8	-5	-66	0.0
COc1ccc2c(C)nc(N3CCC(C(=O)N(C)C4CCOC4)CC3)nc2c1 (stereo unspecified)	0.7	-4	-2	0.1
C/C(=C\c1ccccc1)CN1CCC2(CCC(CNC(=O)c3ccco3)O2)CC1 (stereo unspecified)	1.3	18	2	0.0
CC12C=CC3(O1)C(C(=O)N(Cc1ccco1)C3C(=O)NC1CCCCC1)C2C(=O)Nc1ccc(Cl)c(Cl)c1 (stereo unspecified)	0.3	12	9	0.7
CCOC(=O)C1=C(C)N=c2s/c(=C\c3ccc([N+](=O)[O-])cc3)c(=O)n2C1c1ccc(OC)cc1 (stereo unspecified)	0.2	-1	-5	-0.3
CCN(CC)S(=O)(=O)c1ccc2c(c1)c(=O)c(C(=O)NC1CCC(C)CC1)cn2C (stereo unspecified)	-0.6	-11	-9	0.5
COc1ccccc1C(=O)NCC(=O)OCC(=O)NNC(=O)c1ccc(F)cc1	0.0	1	-3	-0.2
COc1ccc(C2=NS(=O)(=O)N(C)C(C(=O)NCC3CCCO3)=C2)cc1 (stereo unspecified)	0.5	5	14	-0.1
C=CCN(CC=C)S(=O)(=O)c1ccc(C(=O)Nc2sc3c(c2C(N)=O)CCN(C(C)=O)C3)cc1	-0.3	-4	15	0.0
Cc1ccc(C)c(NC(=O)c2ccc(SCC(=O)NCc3cccs3)c([N+](=O)[O-])c2)c1	-1.7	4	-6	0.0
CC(=O)c1cc(-c2ccc(F)cc2)n(CC(=O)NC2CCN(Cc3ccccc3)CC2)c1C	0.7	0	-1	0.1
CCC(C)c1ccc(NC(=O)CSc2ccc(C(=O)O)cn2)cc1 (stereo unspecified)	0.6	5	-3	0.2
CC1=CC(C)(C)N2C(=O)C3(N=C(N)NC(Nc4ccccc4)=N3)c3cc(C)cc1c32 (stereo unspecified)	-0.3	-2	2	-0.1
CCOC(=O)c1cc(S(=O)(=O)N(C)c2ccc(C)cc2)cn1C	-0.5	-2	0	-0.3
CNC(=O)C1CC(=O)N(c2ccc(OC)cc2)C1 (stereo unspecified)	-0.9	-11	-5	-0.1
Cc1nc2c(-c3ccccc3)c(C)nn2c(C)c1CCC(=O)N1CCCC1	0.7	-10	7	0.0
CCC(=O)N(Cc1ccco1)CC1CCOC(C)(C)C1 (stereo unspecified)	-0.9	0	2	-0.2
CCOc1ccc(N2C(=O)/C(=C/c3cccn3C)C(=O)NC2=S)cc1	-0.1	6	2	0.0
CCCCCCc1cc2cc(-c3nc(-c4ccccc4)cs3)c(=O)oc2cc1O	1.6	-1	0	0.6
COc1ccc(C2CC(=O)C=C(Nc3ccccc3F)C2)cc1 (stereo unspecified)	0.2	-16	-24	0.1
COc1ccc(Cc2nnc3n2N=C(c2ccc4c(c2)OCCO4)CS3)cc1OC	-1.0	1	-18	-0.1
COC(=O)CNc1cccc([N+](=O)[O-])c1	0.4	5	10	0.3

4 entries from above, with each value named.
Cc1nc2c(-c3ccccc3)c(C)nn2c(C)c1CCC(=O)N1CCCC1
  GPR151 ag: 0.7
  MITF inh: -10
  TEAD-YAP block: 7
  FBW7 activator: 0.0

CCCCCCc1cc2cc(-c3nc(-c4ccccc4)cs3)c(=O)oc2cc1O
  GPR151 ag: 1.6
  MITF inh: -1
  TEAD-YAP block: 0
  FBW7 activator: 0.6

CCOc1ccc(N2C(=O)/C(=C/c3cccn3C)C(=O)NC2=S)cc1
  GPR151 ag: -0.1
  MITF inh: 6
  TEAD-YAP block: 2
  FBW7 activator: 0.0

COC(=O)CNc1cccc([N+](=O)[O-])c1
  GPR151 ag: 0.4
  MITF inh: 5
  TEAD-YAP block: 10
  FBW7 activator: 0.3

Further results
SMILES	GPR151 ag	MITF inh	TEAD-YAP block	FBW7 activator
CNS(=O)(=O)c1ccc(OC)c(-c2nnc3c4ccccc4c(C)nn23)c1	0.4	-16	-7	-0.1
Cc1ccc(CN2CCN(C(=O)c3csc(C)c3)CC2)cc1	-1.6	7	6	0.1
COc1ccc(N=Cc2c(NCCO)nc3c(C)cccn3c2=O)cc1	-0.2	8	-6	-0.3
CCOC(=O)C1=NN(c2ccc(Br)cc2)C2C(=O)N(c3ccc(Cl)cc3)C(=O)C12 (stereo unspecified)	-0.1	-6	-1	-0.1
NC(=O)c1c(NC(=O)CCC2CCCC2)sc2c1CCCCC2	-0.7	3	0	-0.3
COc1ccc(/C=N/c2ncn[nH]2)cc1Cn1cc([N+](=O)[O-])cn1	0.0	10	6	0.0
COCCN1C(=O)/C(=C/c2c(NCCO)nc3ccc(C)cn3c2=O)SC1=S	-1.4	-4	-3	-0.3
O=C(O)c1ccc(N/N=C/c2cc(Br)cs2)cc1	-6.3	2	-18	0.0
COc1ccc(Oc2coc3cc(OC(=O)c4ccco4)ccc3c2=O)cc1	-0.5	9	-5	-0.2
CCC1CCCCN1c1nc(C)nc2sc3c(c12)CCC3 (stereo unspecified)	0.4	1	3	0.1
Cc1ccccc1OCC(=O)Nc1cc(-c2nc3ncccc3o2)ccc1Cl	0.7	12	-4	0.8
OCc1ccc[n+](Cc2ccccc2)c1	1.3	5	11	0.0
Cc1ccc([C@@H]2C[C@H]3CN(C)C(=O)[C@]34CCCN24)s1	-2.0	-4	-9	-0.1
Cn1cccc1CN1CCN(C(=O)c2ccccc2F)CC1	-0.4	54*	8	-0.2
CCc1sc(C(=O)NCc2ccc(S(N)(=O)=O)cc2)cc1Br	-0.1	-3	-4	-0.1
CCOc1ccc(N/C=C/C(=O)c2ccccc2)c([N+](=O)[O-])c1	-5.5	17	60*	-0.1
Cc1ccc(SC(=O)N2c3ccccc3Sc3ccccc32)cc1	-0.5	-6	-10	-0.2
O=S(=O)(NCc1nnc2n1CCN(Cc1ccc(F)c(F)c1)CC2)c1ccccc1	0.1	4	12	0.1
NC(=O)c1sc2nc3c(c(-c4ccco4)c2c1N)CCC3	1.5	-5	44*	-0.2
O=C(COc1ccc(I)cc1)Nc1ccc(C(=O)O)cc1	1.3	5	4	0.0

Whole records, looked up by structure. Order of values: GPR151 ag | MITF inh | TEAD-YAP block | FBW7 activator
`CCCCCCc1cc2cc(-c3nc(-c4ccccc4)cs3)c(=O)oc2cc1O` in the list: 1.6 | -1 | 0 | 0.6
`CCOc1ccc(N2C(=O)/C(=C/c3cccn3C)C(=O)NC2=S)cc1` in the list: -0.1 | 6 | 2 | 0.0
`CCOC(=O)C1=NN(c2ccc(Br)cc2)C2C(=O)N(c3ccc(Cl)cc3)C(=O)C12` (stereo unspecified) in the list: -0.1 | -6 | -1 | -0.1

As a short view, 4 of the compounds above.
SMILES	GPR151 ag	MITF inh	TEAD-YAP block	FBW7 activator
Cc1ccc(SC(=O)N2c3ccccc3Sc3ccccc32)cc1	-0.5	-6	-10	-0.2
O=S(=O)(NCc1nnc2n1CCN(Cc1ccc(F)c(F)c1)CC2)c1ccccc1	0.1	4	12	0.1
NC(=O)c1sc2nc3c(c(-c4ccco4)c2c1N)CCC3	1.5	-5	44*	-0.2
O=C(COc1ccc(I)cc1)Nc1ccc(C(=O)O)cc1	1.3	5	4	0.0

The list goes on:
SMILES	GPR151 ag	MITF inh	TEAD-YAP block	FBW7 activator
O=S(=O)(c1ccc(NCC2CCCO2)nc1)N1CCCCC1 (stereo unspecified)	-1.0	-8	-10	-0.1
OCC1CCCN1Cc1ccc(F)c(Br)c1 (stereo unspecified)	0.0	1	3	0.0
Cc1cc(Cl)ccc1OCCCC(=O)Nc1sc2c(c1C(N)=O)CCC(C(C)(C)C)C2 (stereo unspecified)	-0.2	0	-18	0.7
C/C(CC(=O)Nc1cccc(C(F)(F)F)c1)=N\NC(=O)c1ccc2ccccc2c1	0.4	7	51*	-0.1
Cc1cccc(N2CCN(C(=O)C3CCN(CC(C)C)CC3)CC2)c1C	-0.4	47	9	0.0
Cc1ccc(CSC2=NCCN2C(=O)c2ccc(S(=O)(=O)N3CCCC3)cc2)cc1	0.1	2	7	0.0
CCOC(=O)C1(CCc2ccccc2)CCN(C(=O)CSc2nc(C)cs2)CC1	-0.6	-9	-1	-0.1
CSc1ccccc1N1C(=O)CN(Cc2cccc3c2OCO3)CC1C (stereo unspecified)	-1.5	-9	-20	0.3
C/C(=N\NC(=O)c1nc(Cl)c(Cl)c(N)c1Cl)c1ccc(N2CCOCC2)cc1	-1.8	-4	-8	-0.2
Cc1nc(N2CCCCC2)c2c(C)c(C(=O)NC3CCCC(C)C3C)sc2n1 (stereo unspecified)	0.0	-1	5	0.0
CCOC(=O)COc1cc2oc(C)c(-c3nc4ccccc4s3)c(=O)c2cc1CC	-0.6	8	7	-0.1
CCc1ccccc1NC(=O)C1Sc2nnc(C)n2NC1c1ccc(F)cc1 (stereo unspecified)	-0.3	-4	-2	-0.1
CCOC(=O)C1=C(C)N=c2s/c(=C\c3ccc(C)c(OC)c3)c(=O)n2C1c1ccc(OCC)c(OCC)c1 (stereo unspecified)	0.8	-19	-2	0.1
COc1ccc(-c2nc(C)cc(NC3CCN(Cc4ccccc4)CC3)n2)cn1	0.5	-5	2	-0.1
Cc1sc2ncnc(N3CCN(c4ccc(F)cc4)CC3)c2c1C	-0.8	1	9	0.1
Cc1ccccc1NC(=O)c1cc2n(n1)C(C(F)(F)F)CC(c1ccc(Cl)cc1)N2 (stereo unspecified)	0.2	-2	-2	0.0
CCOC(=O)CC(=O)CSc1nc2c(sc(=S)n2Cc2ccco2)c(=O)n1-c1ccc(F)cc1	1.0	4	1	0.0
COc1ccc(OCC(=O)NCc2nc(-c3ccc(Cl)cc3)no2)cc1	-1.6	9	10	0.6
CCOC(=O)CN1C(=O)c2ccccc2S1(=O)=O	-0.2	-2	0	-0.1
COc1cc(CN2CCC(C(=O)N3CCCC(C)C3)CC2)cc(OC)c1O (stereo unspecified)	-0.9	28	8	0.1
COc1cc(NC(=O)C2CCN(c3ccc(Nc4ccccc4)nn3)CC2)cc(OC)c1OC	-1.0	10	-15	1.1
O=C(COc1ccccc1)Nc1ccc(-c2cn3ccccc3n2)cc1	-3.7	3	-10	0.0
O=C(c1ccccc1F)N1CCN(C2=NN=C(c3ccccc3)CS2)CC1	0.5	5	-18	-0.5
CC1=C(C(=O)Nc2cccc(Cl)c2)C(c2ccc(O)cc2)NC(=O)N1 (stereo unspecified)	-0.5	12	6	0.1
COc1cc(OC)c(/C=C2\C(=O)NC(=S)N(c3cccc(C)c3)C2=O)c(OC)c1	1.0	5	-2	0.0
Cn1c(=O)[nH]c(=O)c2c1nc(N1CCN(CCO)CC1)n2CCSc1ncccn1	-0.8	6	8	0.2
O=C(/C=C/c1ccco1)Nc1ccccc1C(=O)O	-8.8	21	-11	0.1
O=C(Nc1ccc(Br)cc1)c1cc2c3c(c1)C1C=CCC1CN3CC1CC=CC21 (stereo unspecified)	1.9	13	-4	1.1
CC1CC(NC(=O)c2cc3c(=O)n4ccccc4nc3s2)CC(C)(C)C1 (stereo unspecified)	-0.9	-8	8	0.0
COc1ccc(Nc2ccc([N+](=O)[O-])c3nonc23)cc1	-2.1	34	-28	-0.4

Reprinted at random: 2 compounds from above
SMILES	GPR151 ag	MITF inh	TEAD-YAP block	FBW7 activator
COc1cc(OC)c(/C=C2\C(=O)NC(=S)N(c3cccc(C)c3)C2=O)c(OC)c1	1.0	5	-2	0.0
CC1=C(C(=O)Nc2cccc(Cl)c2)C(c2ccc(O)cc2)NC(=O)N1 (stereo unspecified)	-0.5	12	6	0.1

Later entries.
SMILES	GPR151 ag	MITF inh	TEAD-YAP block	FBW7 activator
COc1ccc(-c2cccc(NC(=O)c3ccccc3C)c2)nn1	-0.5	10	-2	0.0
CC1CCc2sc(NC(=O)c3ccc(F)cc3)c(C(N)=O)c2C1 (stereo unspecified)	1.1	-3	-25	-0.1
O=C(/C=C/Nc1ccc([N+](=O)[O-])cc1)c1ccc(Br)cc1	0.3	5	11	-0.1
CC(=O)Nc1cc(NC(C)=O)cc(C(=O)Nc2ccccc2C(C)(C)C)c1	-0.7	9	-8	0.1
Cc1ccc(C(=O)Nc2ccc3nc(SCC(=O)Nc4ccccc4F)sc3c2)cc1	-0.2	-10	-31	-0.1
O=C(NCc1nnnn1-c1ccccc1)c1ccc(Br)cc1	1.7	5	7	0.0
Cc1ccc(C2CC(C(F)(F)F)n3nc(C(N)=O)c(Cl)c3N2)cc1 (stereo unspecified)	2.6	-9	10	0.0
CC(=O)NC(Cc1ccc(F)cc1)C(=O)NC1CCN(S(C)(=O)=O)CC1 (stereo unspecified)	-0.2	22	2	0.6
Cc1cc(O)c(C(c2ccncc2)N2CCC(C)CC2)c(=O)n1Cc1ccco1 (stereo unspecified)	-1.3	16	0	0.1
CNC(=O)CCC(=O)Nc1ccc(OC)cc1	-1.6	7	10	0.0
Nc1nc(SCC(=O)NCc2ccccc2)nc2sc3c(c12)CCCC3	-0.9	16	0	0.5
Cc1ccc(-c2nnc3c4ccccc4c(C)nn23)cc1S(=O)(=O)N1CCCC1	0.2	10	-5	0.2
